High-throughput results deposited in PubChem BioAssay by National Center for Advancing Translational Sciences (NCATS).
RXFP1 agonist: RXFP1 (human) receptor agonism. Q9HBX9. HEK293T-RXFP1 cAMP TR-FRET, 30 min; response scale: percent of porcine relaxin response, buffer zero. Potency, µM (top dose mostly 57.5 µM), inactives show at the top dose activation, most hits filed as activators. 370,000 tested, 0.3% active; note: potency is the fitted concentration of half-maximal effect; % is set by controls: 0 for no effect and ±100 for the full control effect; nearly all actives have a fitted effect of over 60% in size; many of its hits are not listed in these tables
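cAMP rise read by TR-FRET after 30 min, 37C compound exposure (up to 58 uM) in RXFP1-transfected HEK293 cells with Ro 20174 present. EC50 from Hill-equation fits, with 29 nM porcine relaxin as 100% and buffer as basal.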
LDHA block: LDHA (human) enzyme inhibition | purified LDHA, NADH/diaphorase-resazurin fluorescence; stronger effect = lower value | activity change, % (values are at about 110 or 230 µM) | P00338 | AID 1347041 | 480,000 tested, 0.15% active; in the data active = activity change below about -30%;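 note: plate controls were DMSO wells for no effect and wells without enzyme for full effect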
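Human LDH5 at 2 nM final in Tris HCl pH 7.4 with 0.06 mM NADH and 0.2 mM pyruvate, reacted 5 minutes at room temperature. Remaining NADH coupled via diaphorase/resazurin; resorufin fluorescence read at 0 and 20 minutes, normalized to enzyme-free and DMSO wells.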
PI4K2A inh: PI4K2A (human) kinase inhibition; Q9BTU6; purified PI4K2A, ADP-Glo luminescence, 1 h; stronger effect = lower value; activity change, negative = inhibition, % at 76.9 µM; 420,000 tested, 0.13% active; AID 1346378; in the data active = activity change below about -50%;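 note: -100% = wells without enzyme as full effect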
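ADP-Glo luminescence measured ADP generated by PI4K2A enzyme (4 ug/mL before mixing) with 1.2 mM PI substrate (pre-mix) and 300 microM ATP (pre-mix). Tris pH7.5 buffer with MgCl2, Triton X-100; 1 h reaction at ambient temperature.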
Vif-APOBEC3G blk: blocks the Vif interaction with human APOBEC3G. Potency, µM (highest dose often 46.1 µM), for inactives: at the highest dose activity, negative = active, usual class: inhibitors. Q9HC16. AID 602310. HeLa A3G-eYFP + Vif (tagged APOBEC3G with the HIV-1 protein that degrades it), YFP fluorescence, overnight. 410,000 tested, 0.076% active;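 note: potency is the fitted concentration of half-maximal effect; % is set by controls: 0 for no effect and ±100 for the full control effect; nearly all actives have a fitted effect of over 60% in size; hits raise eYFP signal because A3G escapes Vif-driven loss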
Target sequence (Q9HC16 whole entry, looked up): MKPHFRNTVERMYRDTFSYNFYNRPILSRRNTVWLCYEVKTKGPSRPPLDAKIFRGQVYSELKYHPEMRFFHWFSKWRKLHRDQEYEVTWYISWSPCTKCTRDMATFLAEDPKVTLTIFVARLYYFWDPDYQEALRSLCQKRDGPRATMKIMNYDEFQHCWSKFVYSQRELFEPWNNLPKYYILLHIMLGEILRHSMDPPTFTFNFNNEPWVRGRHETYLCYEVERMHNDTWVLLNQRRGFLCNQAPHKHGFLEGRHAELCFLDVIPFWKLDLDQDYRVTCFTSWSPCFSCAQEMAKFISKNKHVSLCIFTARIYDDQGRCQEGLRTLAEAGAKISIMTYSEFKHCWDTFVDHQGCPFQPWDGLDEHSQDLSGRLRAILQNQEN
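HeLa cells stably expressing Vif and C-terminally eYFP-tagged A3G, seeded overnight at 37 deg C, then exposed to compound by pintool overnight at 37 deg C. Rise in yellow fluorescence (Ex 488/Em 500-530, Acumen) marks blocked Vif-driven A3G degradation.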
TrxR1 substrate: is turned over as a substrate by rat TrxR1. O89049. Potency, µM (top dose mostly 114 µM), inactives show at the highest dose activity change, negative = substrate turnover. 390,000 tested, 0.01% active. purified TrxR1 substrate turnover, NADPH consumption readout; note: potency is the fitted concentration of half-maximal effect; % is set by controls: 0 for no effect and ±100 for the full control effect; nearly all actives have a fitted effect of over 50% in size
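Rat TrxR1, dispensed at 90 nM, was prereduced with 400 uM NADPH (final) for 5 min at ~22 deg C, then incubated with compound 15 min before 400 uM selenite. A first-read NADPH fluorescence drop versus no-compound background flagged substrates.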
mIDH1 inhibitor: human IDH1 R132H inhibition; O75874; IDH1-R132H enzyme, NADPH consumption, diaphorase/resazurin fluorescence; Potency, µM (titrated, usually from 76.6 µM), inactives show at the top dose activity change, negative = inhibition, hits mostly inhibitors; 390,000 tested, 0.093% active; AID 602179; note: potency is the fitted concentration of half-maximal effect; % is set by controls: 0 for no effect and ±100 for the full control effect; nearly all actives have a fitted effect of over 65% in size
Target sequence (O75874 whole entry R132H, stated change not applied): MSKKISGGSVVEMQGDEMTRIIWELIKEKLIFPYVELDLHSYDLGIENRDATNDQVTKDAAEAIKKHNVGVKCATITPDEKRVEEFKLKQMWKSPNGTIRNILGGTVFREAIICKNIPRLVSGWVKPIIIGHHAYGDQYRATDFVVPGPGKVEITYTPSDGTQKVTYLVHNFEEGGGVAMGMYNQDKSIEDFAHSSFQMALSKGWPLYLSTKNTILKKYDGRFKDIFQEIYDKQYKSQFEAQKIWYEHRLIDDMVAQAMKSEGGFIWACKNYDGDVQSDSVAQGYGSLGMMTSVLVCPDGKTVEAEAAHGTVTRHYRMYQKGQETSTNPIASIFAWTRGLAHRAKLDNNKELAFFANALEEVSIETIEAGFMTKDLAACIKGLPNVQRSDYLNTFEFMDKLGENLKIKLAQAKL
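IDH1-R132H (0.5 ug/mL dispensed) in pH 7.5 Tris buffer was preincubated 30 min with compound, then given a substrate mix of 0.016 mM NADPH and 2 mM alpha-KG for 80 min at room temperature; remaining NADPH was read by diaphorase/resazurin fluorescence.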
Vif-A3F inh: inhibitors of Vif-A3F interaction. AID 602313. HeLa A3F-eYFP + Vif (tagged APOBEC3F with the HIV-1 protein that degrades it), YFP fluorescence increase. 390,000 tested, 0.2% active. Potency, µM (top dose mostly 46.1 µM), inactives show at the top dose activity, negative = active; note: potency is the fitted concentration of half-maximal effect; % of control where 0% means no effect; nearly all actives have a fitted effect of over 65% in size
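HeLa cells stably expressing A3F-eYFP plus Vif, plated and incubated overnight at 37 deg C, then exposed to compounds overnight at 37 deg C. Blocked degradation read as raised yellow fluorescence (Ex 488/Em 500-530).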
Glioma ERSR ind: induces the endoplasmic reticulum stress response in human glioma cells. Potency, µM, for inactives: at the highest dose activation, most hits filed as activators. AID 602332. U87-MG GRP78 promoter luciferase reporter, 16 h. 420,000 tested, 0.02% active; note: potency is the fitted concentration of half-maximal effect; series mostly up to about 76 µM; % of control where 0% means no effect; nearly all actives have a fitted effect of over 35% in size
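Stably transfected U87-MG human glioma cells carrying a GRP78-based luminescent sensor were seeded at 1000 cells/well, pin-dosed with compounds and incubated 16 h. Luciferase reagent was then added, and end-point luminescence was read after 10 min at room temperature.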
USP1 inh: inhibitors of human USP1/UAF1 deubiquitinase; O94782; recombinant USP1/UAF1, Ub-Rhodamine cleavage fluorescence; 390,000 tested, 0.23% active; Potency, µM (top dose mostly 57.1 µM), without a hit: at the highest dose activity change, negative = inhibition, most hits filed as inhibitors; note: potency is the fitted concentration of half-maximal effect; % is set by controls: 0 for no effect and ±100 for the full control effect; nearly all actives have a fitted effect of over 60% in size; inactives centre near -12
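In this screen, compounds sit with the deubiquitinase complex (1nM) for 15 min at room temperature before Ub-Rho is added at 150nM final. Fluorescence rise is then followed for 6 reads every 60 seconds.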
An asterisk follows results filed as active; . = not tested or not shown; [ ] = dose if it differs, or a comment. Unless noted, calls come from the whole dose curve; as a rule, active = well fitted curve in the direction sought with a large enough effect; inconclusive = small, poorly fitted or top-dose-only effect, or another doubt; inactive = no such curve, though single readings can be large; an effect the other way counts as inactive or inconclusive.

SMILES	RXFP1 agonist	LDHA block	PI4K2A inh	Vif-APOBEC3G blk	TrxR1 substrate	mIDH1 inhibitor	Vif-A3F inh	Glioma ERSR ind	USP1 inh
COC(=O)c1c(NC(=O)/C=C/c2ccc(OC)c(OC)c2)sc2c1CCC2	1.0%	-5.1	3.1	-2.4%	0.5%	-3.9%	-15.5%	-2.9%	-21.7%
COc1ccc2oc(=O)c(/C(N)=N/NC(=O)c3ccncc3)cc2c1	-2.7%	2.9	4.0	4.8%	-0.2%	3.2%	8.2%	-6.1%	-19.0%
CCN1CCN(C(=O)c2ccc(Cl)c(S(=O)(=O)N3CCCCC3)c2)CC1	0.4%	-15.6	-4.2	-0.2%	1.1%	5.5%	-2.7%	-4.9%	-2.8%
CCc1noc(C)c1C(=O)NCCc1ccc(Cl)cc1	0.4%	-7.0	-0.3	-6.1%	1.4%[57.1 µM]	4.5%	-24.9%	-2.9%	-13.0%
CCCCOc1ccc(CN(CCO)CCO)cc1[N+](=O)[O-]	0.4%	-2.2	-0.5	-1.4%	-13.9%	-0.9%	-16.8%	3.6%	-1.9%
Cc1ccc(CNC(=O)C(=O)NCC(c2cccnc2)N2CCN(c3ccccc3F)CC2)cc1 (configuration not stated)	1.5%	-3.1	-0.3	5.4%	-6.2%	-14.8%	1.7%	-1.1%	-15.0%
COc1ccc(-c2nc3c(c4nnc(SC(C)C(=O)Nc5ccccc5)n24)COC(C)(C)C3)cc1 (configuration not stated)	3.2%	-5.5	1.1	-0.9%	-3.7%	-1.6%	-6.8%	-2.1%	-1.5%
CC(C)(C)c1ccc(S(=O)(=O)N2CCN(c3ccccn3)CC2)cc1	7.4%	-0.6	2.7	1.9%	-0.7%	6.2%	-12.6%	-3.8%	-24.3%
COc1ccc(-c2nnc(SCc3ncc(-c4ccccc4)o3)o2)cc1	3.9%	-0.1	0.5	2.3%	13.3%[57.1 µM]	-0.9%	2.0%	-4.9%	-17.4%
C/C(=N\Nc1nc(Nc2ccccc2)nc(N2CCOCC2)n1)c1cccs1	2.8%	-5.8	-3.2	-1.4%	-8.9%	-13.5%	-1.8%	-0.3%	-20.2%
CC(=O)c1cccc(S(=O)(=O)Nc2cc(C(F)(F)F)ccc2N2CCOCC2)c1	-0.3%	1.3	3.6	1.9%	-6.1%	-1.4%	-4.0%	-2.5%	-2.6%
CCN(CC(=O)NCc1cccs1)C(=O)/C=C/c1cc(OC)ccc1OC	6.9%	-12.1	-1.9	1.5%	102.2%[activator]	-3.7%	2.7%	3.6%	-1.0%

Quoted at random: 3 records from the list
SMILES	RXFP1 agonist	LDHA block	PI4K2A inh	Vif-APOBEC3G blk	TrxR1 substrate	mIDH1 inhibitor	Vif-A3F inh	Glioma ERSR ind	USP1 inh
CCN1CCN(C(=O)c2ccc(Cl)c(S(=O)(=O)N3CCCCC3)c2)CC1	0.4%	-15.6	-4.2	-0.2%	1.1%	5.5%	-2.7%	-4.9%	-2.8%
CC(C)(C)c1ccc(S(=O)(=O)N2CCN(c3ccccn3)CC2)cc1	7.4%	-0.6	2.7	1.9%	-0.7%	6.2%	-12.6%	-3.8%	-24.3%
Cc1ccc(CNC(=O)C(=O)NCC(c2cccnc2)N2CCN(c3ccccc3F)CC2)cc1 (configuration not stated)	1.5%	-3.1	-0.3	5.4%	-6.2%	-14.8%	1.7%	-1.1%	-15.0%

(next part)
SMILES	RXFP1 agonist	LDHA block	PI4K2A inh	Vif-APOBEC3G blk	TrxR1 substrate	mIDH1 inhibitor	Vif-A3F inh	Glioma ERSR ind	USP1 inh
Cc1nc(=O)c(-c2ccccc2)c(C)n1CCO	-1.8%	-2.8	6.6	-1.5%	-3.4%[57.1 µM]	17.2%	1.7%	-4.5%	2.6%
CCOC(=O)c1ccccc1NC(=O)Cn1c(=O)n(Cc2nc(C)no2)c(=O)c2ccccc21	-1.6%	-1.4	4.8	-1.2%	3.0%	-6.3%	0.3%	-2.7%	5.7%
Cc1ccc2cccc(OCCOCCOc3ccccc3Br)c2n1	0.6%	-0.1	-3.4	-9.4%	-4.0%	5.8%	-7.2%	-5.2%	-22.1%
COc1ccc(C(C(=O)NC(C)(C)C)N(Cc2ccc(F)cc2)C(=O)CCC(=O)Nc2cc(C)on2)cc1 (configuration not stated)	0.5%	-5.1	-1.3	2.0%	-2.4%	5.8%	-22.7%	-0.2%	3.4%
Cc1ccccc1C(=O)c1c[nH]c(C(=O)NCCc2ccccn2)c1	2.1%	-4.8	-1.1	-1.0%	10.7%[57.1 µM]	7.2%	-9.2%	-4.0%	-12.8%
CCOC(=O)CSc1nnc(CNC(=O)c2ccc(OC)cc2OC)n1C	0.9%	-7.7	-4.4	1.6%	2.2%	-3.8%	-0.2%	-2.4%	-2.1%
CCOC(=O)c1ccc(NC(=O)CCNc2c(N3CCCC3)c(=O)c2=O)cc1	2.9%	-8.1	6.4	-0.9%	15.6%[57.1 µM]	4.0%	-1.4%	-0.9%	6.8%
COc1ccc(CN(CC(=O)NC2CCCC2)C(=O)CCC(=O)Nc2nccs2)cc1	2.3%	-9.9	2.7	-3.8%	10.2%[57.1 µM]	-3.5%	-24.3%	-0.6%	-16.2%
COc1ccc(-c2nc3c(c(SCC(=O)N4CCCCC4)n2)Cc2cc(Cl)ccc2O3)cc1	6.8%	2.7	-1.5	1.1%	-0.5%	10.2%	-1.6%	-4.5%	-15.1%
COc1ccc(OCC(O)CNC2CCCC2)cc1 (configuration not stated)	0.1%	-7.7	-8.4	1.1%	9.8%	-1.2%	-6.0%	-2.7%	-10.3%
CCOc1ccc(N2CC(=O)N/C2=N\c2nc(C)cc(C)n2)cc1	-0.9%	0.9	-4.8	-4.3%	-8.1%[57.1 µM]	2.4%	3.3%	-6.1%	-13.3%
COc1ccc(C(=O)NCCCn2nc(C)cc2C)cc1S(=O)(=O)N1CCOCC1	-1.0%	4.0	1.0	2.5%	-3.6%	3.3%	3.9%	-5.6%	-15.3%
CCCCn1c(SC(C)C(N)=O)nc2cc(C(=O)OC)ccc2c1=O (configuration not stated)	-0.2%	-2.7	4.6	-1.0%	38.6%[activator]	1.3%	-4.6%	-1.9%	-1.4%
CCCN1CCN(C(=O)c2cn(CC(C)C)c(=O)c3cc(OC)c(OC)cc23)CC1	1.2%	2.1	-3.7	-3.5%	2.2%	3.5%	.	-5.3%	-17.9%
Nc1nc(SCc2ccc(Cl)cc2)[nH]c(=O)c1-c1ccccc1	0.1%	0.3	1.4	3.2%	1.5%	-1.1%	-2.8%	0.4%	-2.0%
N#CC/C(N)=N/Nc1nc2ccccc2nc1Cc1ccccc1	0.9%	-3.8	12.7	2.7%	2.9%	1.7%	1.9%	-4.0%	-19.7%
C=CCOc1c(CNc2ccc(C(=O)O)cc2)cccc1OCC	-0.1%	-3.1	1.9	-0.6%	8.4%	1.3%	-2.6%	2.9%	-10.8%
COc1cc(/C=N/NC(=S)Nc2cccc(S(=O)(=O)N(C)C)c2)cc(OC)c1O	0.1%	0.8	-3.6	-1.9%	-9.3%	6.3%	-25.4%	-1.5%	-3.4%
CS(=O)(=O)c1ccc2nc(NC(=O)CCC(=O)c3cccs3)sc2c1	3.2%	-1.1	-9.6	-8.0%	-6.1%	11.4%	-0.6%	-3.3%	-13.4%
CCOc1ccc(N2C(=O)CC(NCc3ccc(S(N)(=O)=O)cc3)C2=O)cc1 (configuration not stated)	-1.7%	-7.4	-1.7	-1.9%	-5.3%	-7.7%	0.2%	1.9%	-21.0%
C/C=C(/C)C(=O)O[C@H]1[C@@H](O)c2c(ccc3ccc(=O)oc23)OC1(C)C	4.4%	1.6	-5.4	-1.6%	44.5%[activator]	6.0%	-0.5%	-2.6%	-29.1%
Cc1cc(C(=O)N2CCN(Cc3ccc4c(c3)OCO4)CC2)cs1	1.0%	2.8	3.8	2.6%	4.0%	11.1%	0.1%	-6.1%	-5.8%
CCCCNc1c([N+](=O)[O-])c(=O)n(C)c2ccccc12	2.3%	-2.7	6.6	1.1%	-1.3%[57.1 µM]	0.0%	-2.3%	1.1%	-23.2%
O=C(CC1NCCc2ccccc21)Nc1ccccc1 (configuration not stated)	1.4%	-4.9	0.1	3.2%	7.7%[57.1 µM]	1.6%	-6.4%	7.9%	-17.4%
CCn1c(SCC(=O)Nc2nc3ccccc3s2)nc2c(c1=O)SC(C)C2 (configuration not stated)	0.0%	-8.4	7.4	-6.5%	-0.6%[57.1 µM]	2.4%	3.5%	2.0%	-9.4%
CCCNCc1cc(OC)c(OCC(=O)Nc2ccccc2)cc1Br	0.7%	0.0	0.4	5.8%	5.2%	1.3%	-20.6%	0.7%	-20.5%
COc1ccc(-c2nn(-c3ccccc3)cc2C(=O)NC2CCC(C)CC2)cc1 (configuration not stated)	3.2%	-11.3	-2.7	2.2%	-3.1%[57.1 µM]	-5.1%	-18.1%	-5.0%	-14.1%
CCNC(=O)/C(C#N)=C/c1c(N2CC(C)OC(C)C2)nc2ccccn2c1=O (configuration not stated)	5.0%	4.7	-1.0	0.4%	1.0%	7.9%	-14.1%	-3.8%	-5.7%

These rows are one share of the data (hit frequency here may not be typical).
